# DENV2 CPE – DENV2-induced cell death inhibition; CPE inhibition, % at 9.99 µM; AID 651640; DENV2-infected cells, cytopathic effect rescue, plate reader; 350,000 compounds, 1.7% hits; in the data active = CPE inhibition above about 20%, passing the limit was not always enough; inconclusive = no clear call, values can overlap the other calls; tested in BHK-21 cells;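 also: 0% = median of neutral control wells and 100% = median of positive control wells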
# F508del corr – CFTR F508del correction in bronchial cells | CFBE cells, YFP halide quenching; stimulated with forskolin plus potentiator P3; % fluorescence drop versus neutral controls | activity (quench increase), % at 7.58 µM | 350,000 compounds, 0.36% hits;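 active = mean added fluorescence quench of at least 8% versus neutral control, with both replicates also reaching 8%; inconclusive = only one of the mean or replicate conditions met; inactive = mean below 8% and not both replicates reaching 8%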;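 also: cells transiently co-express mutant CFTR-F508del with the halide-sensitive YFP; corrector assay measuring rescue of mutant channel to the surface after 24 h compound exposure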
# miR122 inh – blocks miR-122 activity in Huh7 sensor cells; Huh7 miR-122 Renilla luciferase sensor, 48 h; neutral wells = 0, positive control = 100; activation (reporter increase), % at 12.5 µM; 340,000 compounds, 0.3% hits; AID 602342;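 active = mean replicate activation score at least 90 and every replicate individually at or above 90; inconclusive = only one of the two criteria met; inactive = neither criterion met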;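 also: higher luciferase means less miR-122 activity so hits act as miR-122 inhibitors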
# PAX8 inh HTS – lowers PAX8-driven luciferase in RMG-I cells | RMG-I TPO-luciferase reporter, SteadyGlo, 24 h | inhibition, % at 12.6 µM | 360,000 compounds, 1.2% hits | AID 652154;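 active = mean replicate inhibition at least 60% with every replicate also reaching 60%; inconclusive = only one of the two criteria is met; inactive = mean below 60% and not all replicates reaching 60%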;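 also: luciferase light reporting Pax8 driven TPO promoter activity; plate controls were median of neutral control wells for no effect and mitoxantrone controls for full effect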
# GSIS activator – primary screen for activators of insulin secretion dependent on glucose, INS-1E cells, GLuc reporter luminescence; INS-1E GLuc reporter insulin secretion, 2-3 h; activation, % at 16.6 µM; 370,000 compounds, 0.61% hits;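 active = lowest replicate activation of at least 40%, so every replicate reaches that level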;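 also: 0% = median of neutral control wells and 100% = median of IBMX positive control wells; some compounds called inactive have numbers as strong as hits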
# EWS-Fli block – inhibitors of EWS/Fli oncoprotein transcriptional activity; A673 NR0B1-luciferase reporter, viability-normalised; inhibition, % at 12.6 µM; 350,000 compounds, 0.67% hits;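 active = mean inhibition of at least 50% after viability correction, with every replicate also passing that limit; inconclusive = mean reaches 50% but only one of two replicates passes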;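 also: firefly luciferase signal divided by Alamar Blue viability fluorescence both relative to DMSO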
# FN deposit inh – fibronectin deposition inhibition. AH1F fibroblasts, Alexa488-fibronectin deposition fluorescence, overnight. inhibition, % at 12.6 µM. 350,000 compounds, 0.086% hits. AID 743247;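 active = mean inhibition across replicates of 30% or more, regardless of how many single replicates reach that level; inconclusive = mean under 30% yet at least half of replicates reach 30%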;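 also: positive control wells lacked labelled fibronectin entirely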
#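 Material – AH1F fibroblast monolayer, labelled fibronectin deposition · Reagent – labelled fibronectin 24 nM · Timing – 1 h adhesion, overnight exposure · Measured by – fluorescence at 485 nm excitation, 525 nm emission · Read-out – inhibition of fibronectin deposition signal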
# Starred values were filed as active, the others as inactive; ? = inconclusive; nt = not tested or not shown; [ ] = another dose, or the depositor's remark.
SMILES,DENV2 CPE,F508del corr,miR122 inh,PAX8 inh HTS,GSIS activator,EWS-Fli block,FN deposit inh
C=CCCC1CN(Cc2ccc(OC)cc2)S(=O)(=O)c2c(Oc3cc(C)c(C)c(C)c3)cccc2O1 (stereo not given),-2,-1.5,nt,-5,19,2,6
O=C(Oc1c(-c2ccco2)oc2ccccc2c1=O)c1cccnc1,-6,1.1,26,7,3,3,nt
CCOC(=O)N1CCN(S(=O)(=O)c2ccc(Cl)cc2)CC1,?,-2.6,1,46,nt,4,8
CO[C@@H]1CN(C)C(=O)c2ccc(NC(=O)C3CCC3)cc2OC[C@@H](C)N(C)C[C@@H]1C,-3,2.6,-2[16.7 µM],-10,-12,-5,-10
CCc1nnc(NS(=O)(=O)c2ccc(NC(=O)c3cccc(Br)c3)cc2)s1,-6,-4.7,-1,16,-2,11,15
O=C(NC(c1ccc(Cl)cc1)c1ccccn1)C1CCN(CCOc2ccc(Cl)cc2Cl)CC1 (stereo not given),6,2.4,-9,-3,-21,-10,7
CCCn1c(=O)c(/C(N)=N/O)nn(-c2cccc(C(F)(F)F)c2)c1=O,-5,-1.0,2,-3,nt,4,-3
COc1ccc(S(=O)(=O)N2CCOC2CNC(=O)C(=O)NCc2ccc(F)cc2)cc1 (stereo not given),-1,1.8,-8,-2,nt,nt,-18
O=C1C=C(O)c2c(O)cc(O)c(O)c2C1=O,12,-1.1,-1,nt,13,-10,nt
COc1cc(/C=C/C(=O)OCC(=O)Nc2cc(S(=O)(=O)N3CCCC3)ccc2Cl)cc(OC)c1OC,-5,2.0,-5,7,nt,1,2
CO[C@@H]1CN(C)C(=O)c2cccc(C#N)c2OCC[C@@H]2CC[C@@H](OC)[C@@H](CN(C)C(=O)[C@H]1C)O2,-3,nt,nt,-3,15,3,4
COc1ccc(C)cc1NC(=O)C1COc2ccccc2O1 (stereo not given),nt,-1.0,4,-48,-11,-1,-3
O=C(N/C=C/n1cnc2cc(C(F)(F)F)ccc21)c1ccccc1F,4,0.4,11,-22,14,3,3
COC(=O)N1CC=CC1(C)C(=O)NCc1cc(F)cc(C(F)(F)F)c1 (stereo not given),8,-1.7,1,-7,nt,-2,-5
CCn1c(SCC(=O)N2CCCCC2)nc2c1c(=O)n(C)c(=O)n2C,6,-3.2,-1,8,18,3,9
CCOC(=O)c1cnc(-n2nc(C)cc2C)nc1NCc1ccc2c(c1)OCO2,nt,nt,6,-8,nt,nt,-4
CCc1onc(C)c1C(=O)Nc1ccc2c(c1)OCO2,-5,1.2,4,-11,-1,5,4
CCOC(=O)c1cn(CC)c2cc(F)c(F)cc2c1=O,3,1.0,nt,-4,4,-5,11
CCCCOc1ccc(C(=O)NC2CCCCN(C)C2=O)cc1 (stereo not given),4,-2.8,nt,-20,4,-18,5
O=C(O)COCC(=O)Nc1ccc(OCCc2ccccc2)cc1,-4,3.4,-6,-6,3,3,5
CC1=Nc2cc(Cl)ccc2Oc2ccccc21,-1,-0.1,nt,-1,10,16,7
Cc1ccc(NS(=O)(=O)c2cc(C(=O)Nc3cccc([N+](=O)[O-])c3)ccc2C)cc1,10,-2.4,131*,-10,nt,6,-3
O=C(C[C@@H]1C[C@@H]2c3cc(NC(=O)C4CCC4)ccc3O[C@@H]2[C@@H](CO)O1)NCc1ccc(-c2ccccc2)cc1,4,-3.0,-5[16.7 µM],70*,13,10,6
CCN1CC(CN(C)Cc2cn(-c3cccc(C)c3)nc2-c2cccc(F)c2)CC1=O (stereo not given),nt,3.6,0,-4,-14,-3,-4
Cc1ccc(C2=CC(=O)CC(C)(C)C2)cc1,5,0.6,-2,-55,0,-33,-5
O=C(CCNS(=O)(=O)c1ccccc1C(F)(F)F)N1CCN(S(=O)(=O)c2cccc(Cl)c2)CC1,-2,-0.9,nt,16,-21,-1,4
C[C@@H]1CN([C@@H](C)CO)C(=O)Cc2cc(NC(=O)CCCCCC(=O)Nc3ccccc3N)ccc2O[C@@H]1CN(C)C(=O)Nc1ccc(C(F)(F)F)cc1,-1,-1.0,-12[16.7 µM],-1,16,6,nt
COC(=O)[C@@]12C[C@@H](CC(=O)NCc3ccccc3)C(=O)N(Cc3ccccc3)C1=CCC(C)(C)C2,-16,-3.6,nt,-4,-40,-5,-2
O=c1cc(-c2ccc(O)c(O)c2)oc2cc(O)c([C@@H]3O[C@H](CO)[C@@H](O)[C@H](O)[C@H]3O)c(O)c12,-3,1.6,nt,-22,3,2,-3
O=C1CC(C(=O)Nc2ccc(Br)cc2)C2(CCCC2)O1 (stereo not given),nt,-1.7,nt,nt,13,-5,nt
CCC(=O)N1C[C@@H](C)[C@H](OC)CN(C)C(=O)c2cc(NC(=O)Nc3ccccc3)ccc2OC[C@@H]1C,-5,1.9,-26[16.7 µM],-2,-11,-14,11
COc1cc(NS(=O)(=O)c2ccc(NC(=S)NC(=O)c3ccco3)cc2)ncn1,4,-1.3,42,15,13,14,2
COc1ccc(C(C)(O)c2nc(/C=C/c3ccccc3)cs2)cc1 (stereo not given),14,-1.8,8,-18,-20,-18,8
COc1ccc(/C=C(\C)c2nc(C)c(-c3ccccc3)c(=O)[nH]2)cc1,16,-1.2,2,-6,18,-28,-7
COc1ccc(/C=N/NC(=O)c2ccc3c(c2)OCO3)c(C(=O)O)c1OC,3,-6.8,nt,-10,4,-18,3
COC(=O)c1nn(-c2ccccc2)c(=O)cc1O,-5,-3.6,nt,19,-2,-8,-10
O=C(C[C@@H]1CC[C@@H]2[C@H](COC[C@H](O)CN2Cc2nccs2)O1)NCc1ccccc1Cl,4,-0.7,-4[16.7 µM],-13,6,-1,-1
Cc1ccccc1OC1(C)CCN(Cc2ccc(-c3ccccn3)cc2)C1 (stereo not given),-6,-0.8,4,3,nt,0,2
COc1ccc(N(CCOc2ccccc2)S(=O)(=O)c2ccccc2)cc1,-4,1.7,nt,2,10,11,-4
CC(C)N(CCO)C(=O)CCc1nnc(CCCc2ccccc2)o1,nt,-2.3,nt,-23,1,-9,-5
COc1cc2c(cc1OC)CN(C(=O)[C@@H]1[C@H]3C(=O)O[C@H](c4ccccc4)[C@H](c4ccccc4)N3[C@H](c3ccc(OCCO)cc3)[C@@]13C(=O)Nc1ccc(C#CC4(O)CCCCCC4)cc13)CC2,4,-0.9,nt,-9,nt,-4,nt
COc1ccccc1NS(=O)(=O)c1cc(NC(=O)c2ccccc2F)ccc1N1CCOCC1,-5,0.6,87,14,nt,10,-2
COC(=O)[C@@]1(Cc2ccc(F)cc2)[C@H]2c3cc(C(=O)N(C)C)n(Cc4c(CO)[nH]cc(C)c4=O)c3C[C@H]2CN1C(=O)c1ccccc1,0,1.1,nt,6,-23,-8,-5
CO[C@H]1CN(C)C(=O)c2ccc(NC(C)=O)cc2OC[C@H](C)N(C(=O)Cc2ccccn2)C[C@H]1C,1,-0.9,nt,nt,5,1,1
N#Cc1cccc(NC(=O)CN2CCN(Cc3ccccc3)CC2)c1,-5,-4.0,0,5,2,1,7
C[C@H]1CN([C@@H](C)CO)C(=O)c2cccc(N(C)C)c2O[C@@H]1CN(C)S(=O)(=O)c1ccc(Cl)cc1,13,2.4,-7[16.7 µM],-4,3,-12,nt
Cc1ccc(N/C(CSC(N)=O)=N/S(=O)(=O)c2ccccc2)cc1,nt,nt,5,-10,nt,nt,8
C[C@@H]1O[C@@H](O[C@H]2[C@H](Oc3cc(O)c4c(c3)OC(c3ccc(O)cc3)CC4=O)O[C@H](CO)[C@@H](O)[C@@H]2O)[C@H](O)[C@H](O)[C@H]1O (stereo not given in full),-7,-6.2,2,-36,-2,2,-6
O=S(=O)(c1ccccc1F)N1C[C@H]2[C@@H](c3ccccc31)[C@@H](CO)N2Cc1ccc2c(c1)OCO2,18,3.0,33[16.7 µM],20,-23,13,nt
COc1ccc(CN2C(=O)CCC2(C)c2nnnn2-c2c(C)cccc2C)cc1OC (stereo not given),-8,2.7,nt,3,17,-7,2

# (further entries)
SMILES,DENV2 CPE,F508del corr,miR122 inh,PAX8 inh HTS,GSIS activator,EWS-Fli block,FN deposit inh
O=C(NCc1ccccc1)NC1CCS(=O)(=O)C1 (stereo not given),1,nt,1,8,12,5,nt
COc1ccc(/C=C/C(=O)Nc2ccccc2C(F)(F)F)cc1,nt,nt,nt,-94,20,nt,4
O=C(COc1ccc(Cl)cc1)Nc1ccc2c(c1)nc1n2CCOC1,0,1.0,2,-1,3,-14,1
CC1CCCN(C(C(=O)Nc2ccc3c(c2)OCO3)c2ccccc2)C1 (stereo not given),-2,-2.0,7,17,-26,3,-7
CCCSc1nnc(-c2ccccc2NC(=O)CC)c(=O)[nH]1,nt,nt,-2,1,nt,nt,12
CNC(=S)Nc1cccc(C(=O)OC)c1,5,0.2,-8,-56,nt,-90,10
COc1ccc(/C=C/C(O)=C(\C#N)c2nnc(N3CCOCC3)n2-c2ccccc2)cc1OC,7,0.4,1,4,31,9,4
C[C@@H]1CN([C@@H](C)CO)C(=O)c2cc(-c3ccc(F)cc3)cnc2O[C@@H]1CN(C)C(=O)c1ccc(F)cc1,10,-0.7,-6[16.7 µM],nt,-17,2,-6
COc1ccc(C)cc1NC(=O)C1CCCN(S(=O)(=O)c2cnc[nH]2)C1 (stereo not given),16,5.7,25,-7,2,-6,7
COc1ccc(-c2nnc(SCC(=O)N3CCCC3=O)n2N)cc1OC,-5,0.2,-4,0,37,-2,-4
C[C@@H]1CN([C@H](C)CO)C(=O)Cc2cc(NC(=O)Nc3ccccc3)ccc2O[C@@H]1CN(C)Cc1ccc(Cl)c(Cl)c1,15,0.0,1[16.7 µM],12,-23,-1,nt
CCC(=O)N1CCc2cc(Br)cc(S(=O)(=O)NCCCN(C)Cc3ccccc3)c21,0,-3.2,1,16,16,7,9
